MITF inh = human MITF inhibition, primary screen; 650,000 tested, 0.91% active; AlphaScreen MITF homodimerization, bead proximity signal; inhibition, % at 2.6 µM; in the data active = inhibition above about 50%;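 also: 0% = vehicle wells with protein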
FBW7 activator = activators of human E3 ligase FBW7; AlphaScreen FBW7–phospho-cyclin E peptide binding, activator screen; normalized activity (activation), % at 26.1 µM; 650,000 tested, 0.13% active; in the data active = normalized activity above about 1.9%;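 also: purified mutant Fbw7 with reduced substrate affinity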
Target sequence (Q969H0 whole entry, looked up): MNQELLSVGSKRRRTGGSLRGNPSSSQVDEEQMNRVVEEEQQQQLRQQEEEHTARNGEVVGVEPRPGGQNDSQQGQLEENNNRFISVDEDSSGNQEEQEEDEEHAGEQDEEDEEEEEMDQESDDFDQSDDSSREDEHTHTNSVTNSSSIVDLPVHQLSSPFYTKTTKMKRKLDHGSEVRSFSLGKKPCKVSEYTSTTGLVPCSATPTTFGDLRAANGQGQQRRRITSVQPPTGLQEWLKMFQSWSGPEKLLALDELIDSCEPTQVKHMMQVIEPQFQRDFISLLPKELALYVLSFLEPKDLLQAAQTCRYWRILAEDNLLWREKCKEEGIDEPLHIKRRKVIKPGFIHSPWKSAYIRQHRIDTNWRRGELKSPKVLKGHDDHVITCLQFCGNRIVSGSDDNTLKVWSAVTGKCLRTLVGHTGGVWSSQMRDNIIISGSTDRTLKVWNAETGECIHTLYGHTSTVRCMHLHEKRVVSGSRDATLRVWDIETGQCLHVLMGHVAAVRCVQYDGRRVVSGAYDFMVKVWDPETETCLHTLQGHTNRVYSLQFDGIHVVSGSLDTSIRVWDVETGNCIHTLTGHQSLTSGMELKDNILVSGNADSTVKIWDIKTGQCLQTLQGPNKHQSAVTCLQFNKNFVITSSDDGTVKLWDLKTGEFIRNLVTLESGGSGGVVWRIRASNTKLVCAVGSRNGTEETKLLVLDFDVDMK
GPR151 ag = activates the human receptor GPR151. Q8TDV0. PathHunter beta-arrestin GPR151 cells, luminescence. activation, % at 11.2 µM. 650,000 tested, 1% active; in the data active = activation above about 4.9%;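 also: 0% = median of compound wells and 100% = cells with positive control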
Target sequence (Q8TDV0 whole entry, looked up): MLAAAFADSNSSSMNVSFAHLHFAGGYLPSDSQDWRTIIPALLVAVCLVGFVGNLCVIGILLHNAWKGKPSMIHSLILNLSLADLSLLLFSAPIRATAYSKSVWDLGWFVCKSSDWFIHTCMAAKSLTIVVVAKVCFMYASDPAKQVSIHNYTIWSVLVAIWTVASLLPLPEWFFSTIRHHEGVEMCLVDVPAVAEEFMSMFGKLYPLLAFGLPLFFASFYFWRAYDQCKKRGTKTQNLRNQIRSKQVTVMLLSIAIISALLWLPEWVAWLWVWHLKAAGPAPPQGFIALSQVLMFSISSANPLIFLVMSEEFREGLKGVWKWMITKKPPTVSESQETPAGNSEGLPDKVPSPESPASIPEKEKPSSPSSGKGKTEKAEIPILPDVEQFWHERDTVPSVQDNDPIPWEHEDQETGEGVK
TEAD-YAP inh = TEAD-YAP interaction inhibition; inhibition, % at 9.12 µM; HEK-TIYL cells, TEAD-Gal4/YAP UAS-luciferase luminescence; AID 1259422; 640,000 tested, 1.4% active; in the data active = inhibition above about 32%;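 also: 0% = median of test compound wells and 100% = reference inhibitor wells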
Active calls of the source: *; nt = not tested or not shown; & = joins results of further samples.

SMILES	MITF inh	FBW7 activator	GPR151 ag	TEAD-YAP inh
O=C(NCCN1CCOCC1)c1ccc2nc(Nc3ccccn3)sc2c1	1.7	-0.1	0.3	-11.6
CCNC(=O)C(=O)NCC1OCCCN1S(=O)(=O)c1c(C)cc(C)cc1C (stereo not given)	4.0	-0.2	0.1	7.3
CC1CCCN(c2ccc([N+](=O)[O-])cc2-c2nn[nH]n2)C1 (stereo not given)	24.0	0.0	-2.0	0.7
O=C(CCc1ccccc1)Nc1ccc(Cl)c([N+](=O)[O-])c1	-2.7	-0.1	3.9	0.8
O=C(c1ccccc1)N1CCC2(CC1)CC2C(=O)N1CCN(C/C=C/c2ccccc2)CC1 (stereo not given)	10.5	0.4	-0.6	13.2
CCC1CN(CC(=O)NC(C)(C)CO)Cc2cc(OC)ccc2O1 (stereo not given)	2.0	-0.1	-0.5	3.9
CCn1c(SCC(=O)N2CCc3ccccc32)nnc1-c1ccc(N)cc1	5.5	0.0	0.7	8.0
Cc1[nH]n(-c2nc3ccccc3[nH]2)c(=O)c1C1OC(=O)c2ccccc21 (stereo not given)	90.9*	-0.5	-1.4	12.8
CC(C)C(=O)Nc1cccc(C(=O)N2CCCc3ccccc32)c1	17.7	0.2	6.5*	9.8
COc1ccc(N2CC(C(=O)N/N=C/c3cccs3)CC2=O)cc1 (stereo not given)	11.6	0.0	3.0	11.8
Cc1ccc(-n2ncc3c(NC(C)C)ncnc32)cc1	1.3	-0.1	0.2	31.3
CC(C)OCC1CC(CC(=O)NC(=S)Nc2cccc([N+](=O)[O-])c2)C(=O)O1 (stereo not given)	-2.7	-0.1	0.4	2.5
O=C(Nc1nnc(-c2ccc3c(c2)OCO3)s1)C1CCN(c2ncccn2)CC1	2.3	0.1	0.6	-4.7
CCCCNC(=O)CSC1=Nc2ccccc2C2=NC(Cc3c[nH]c4ccccc34)C(=O)N12 (stereo not given)	-5.9	0.1	0.7	-6.2
CC(C)CCNC(=O)Cn1c(NCCC(C)C)nc2c1c(=O)n(C)c(=O)n2C	-1.9	0.1	2.5	-2.3
Oc1cccc2ccc(/C=N/Nc3ccc4ccccc4n3)nc12	-10.0	-0.1	-2.7	33.4*
O=C1CCCC2=C1C(c1cccs1)Nc1ccc(C(=O)c3ccccc3)cc1N2 (stereo not given)	-3.0	0.0	0.0	54.8*
CN(C)c1ccc(CN(C(=O)COc2ccc(Cl)cc2)C2CCS(=O)(=O)C2)cc1 (stereo not given)	5.0	0.1	0.8	-11.4
O=c1[nH]c(N2CCCC2)nc2c1CCN(Cc1ccnc(N3CCCC3)n1)C2	5.7	-0.1	0.1	8.4
Cc1cc(C)nc(N2CCC(C(=O)Nc3ccccc3C)CC2)n1	5.2	0.1	-0.2	3.6
Cc1sc(C)c(CN2CCOCC2)c1CN1CCOCC1	-15.8	0.0	-0.9	-6.8
Cc1ccc(-n2c(SCc3cccc([N+](=O)[O-])c3)nc3[nH]ncc3c2=O)cc1Cl	-4.4	0.0	4.9*	15.6
O=C(COC(=O)c1cc(Cl)ccc1O)c1ccc(-c2ccccc2)cc1	5.0	0.0	0.3	-3.3
O=C(O)c1c(CNC2CCCc3ccccc32)c2ccccc2n1Cc1ccccc1F (stereo not given)	13.9	0.0	0.9	-2.1
CC(=O)c1cccc(-c2nc(NCc3nc4ccccc4[nH]3)c3ncn(-c4ccccc4)c3n2)c1	-4.2	0.0	1.6	13.2

Exported with two lines to a compound: seven of the compounds above
Each structure is followed by: MITF inh	FBW7 activator	GPR151 ag	TEAD-YAP inh
- CN(C)c1ccc(CN(C(=O)COc2ccc(Cl)cc2)C2CCS(=O)(=O)C2)cc1 (stereo not given)
 : 5.0	0.1	0.8	-11.4
- O=c1[nH]c(N2CCCC2)nc2c1CCN(Cc1ccnc(N3CCCC3)n1)C2
 : 5.7	-0.1	0.1	8.4
- Cc1cc(C)nc(N2CCC(C(=O)Nc3ccccc3C)CC2)n1
 : 5.2	0.1	-0.2	3.6
- Cc1sc(C)c(CN2CCOCC2)c1CN1CCOCC1
 : -15.8	0.0	-0.9	-6.8
- Cc1ccc(-n2c(SCc3cccc([N+](=O)[O-])c3)nc3[nH]ncc3c2=O)cc1Cl
 : -4.4	0.0	4.9*	15.6
- O=C(COC(=O)c1cc(Cl)ccc1O)c1ccc(-c2ccccc2)cc1
 : 5.0	0.0	0.3	-3.3
- O=C(O)c1c(CNC2CCCc3ccccc32)c2ccccc2n1Cc1ccccc1F (stereo not given)
 : 13.9	0.0	0.9	-2.1

Later entries
SMILES	MITF inh	FBW7 activator	GPR151 ag	TEAD-YAP inh
CCC1S/C(=N\S(=O)(=O)c2cccs2)N(C2CCCCC2)C1=O (stereo not given)	-3.4	-0.1	0.3	-1.5
Cc1ccc(OCc2cn3cccnc3n2)cc1	17.5	0.4	-0.9	-33.8
COc1ccc(C(=O)COC(=O)CCC(=O)Nc2ccc(Oc3ccccc3)cc2)cc1	-10.4	-0.1	-0.5	-9.9
COc1cc2c(c(OC)c1OC)C(c1cccc(F)c1)CC(=O)N2 (stereo not given)	-1.6	0.0	0.8	5.0
CCN(CC)c1ccc(/C=N/n2c(-c3cccnc3)n[nH]c2=S)c(O)c1	12.7	-0.2	1.7	26.9
CC(C)(C)c1ccc(C(=O)Nc2ccc(-c3noc(-c4ccc([N+](=O)[O-])cc4Cl)n3)cc2)cc1	11.3	0.0	-0.3	2.1
CC(C)N1CCc2c(sc(NC(=O)c3ccco3)c2C(N)=O)C1	-12.3	0.2	-1.4	-10.4
COc1ccc(N/C=C/C(=O)c2ccccc2)cc1	2.9	0.0	-8.0	84.0*
CCc1ccc2c(c1)C(O)(CC(=O)c1ccc(OC)cc1)C(=O)N2 (stereo not given)	10.7	-0.1	1.0	12.1
O=C(N=P(Oc1ccccc1)(Oc1ccccc1)Oc1ccccc1)c1ccccc1	-3.0	-0.1	-0.9	-11.6
COC(=O)N/N=C\c1c(C)n(C)c2ccccc12	-2.2	0.1	2.8	-18.4
O=C(Cc1ccc(Br)cc1)NCc1ccco1	11.6	0.1	1.0	30.4
O=CNNC(=S)Nc1ccccc1F	-5.5	-0.1	1.1	-5.7
CN(C)C(=O)COc1cc(-c2cn[nH]c2)ccc1NC(=O)C1COc2ccc(F)cc2C1 (stereo not given)	1.4	-0.3	-1.6	5.9
Cc1cccc(N2CCN(C(=O)c3ccco3)CC2)c1C	4.5	-0.3	-0.7	-6.8
COc1ccc(C(=O)NC(=S)NCc2cccnc2)cc1	8.3	-0.1	-0.2	-2.8
CCOC(=O)C1=C(C)N(c2ccc(C)c(C)c2)C(=O)/C1=C\c1cccs1	7.3	0.1	0.8	3.0
COc1ccc2c(c1)CC/C(=C\c1ccc(C)o1)C2=O	6.8	-0.1	-0.9	-54.5
O=c1c(CN2CCN(c3ccccn3)CC2)cc2cccc3c2n1CCC3	20.2	-0.2	1.1	3.1
N#Cc1c(-c2cccc(O)c2)c(C#N)c2nc3ccccc3n2c1N	15.3	0.1	-0.6	2.9
CC1=C(C(=O)OC2CCCC2)C(c2ccc(OCc3ccccc3)cc2)C2=C(CC(c3ccccc3)CC2=O)N1 (stereo not given)	-6.4	0.0	1.7	-2.7
Cc1cc(=O)oc2c1cc(NC(=O)c1ccccc1)c1occ(OC(=O)c3ccccc3)c12	12.2	0.0	-0.1	12.7
CCc1ccc(NC(=O)C(CC)Sc2nc3cc(OC)c(OC)cc3c(=O)n2Cc2ccco2)cc1 (stereo not given)	13.3	0.2	0.4	6.0
Cc1nn(-c2ccccc2)c(-n2cccc2)c1C(=O)N1CCN(C)CC1	0.4	0.1	-1.6	2.9
COc1cccc(N2C(=O)CC(NCc3ccc4c(c3)OCO4)C2=O)c1 (stereo not given)	-3.2	-0.1	1.7	-7.5

More records follow:
SMILES	MITF inh	FBW7 activator	GPR151 ag	TEAD-YAP inh
CCSC1=C(C#N)C(=O)NC(c2ccc(O)cc2)S1 (stereo not given)	12.0	0.0	-2.2	1.3
CC(=O)N1N=C(c2ccc(Br)cc2)OC1c1ccc(F)cc1 (stereo not given)	-4.0	0.1	-0.1	-4.1
CC(C)c1ccc(NC(=O)c2cnc3n(c2=O)CCS3)cc1	-0.8	-0.1	0.3	-46.6
CN1CCC[C@@H]1CCOC(C)(c1ccccc1)c1ccc(Cl)cc1 (stereo not given in full)	6.7&-8.0	-0.1&-0.3	3.7&-2.7	nt
COC(=O)c1cc(NC(=O)c2ccc(N3CC4CC(C3)c3cccc(=O)n3C4)c([N+](=O)[O-])c2)cc(C(=O)OC)c1 (stereo not given)	6.6	-0.1	2.2	-9.0
Cc1ccc(NC(=O)C(C)N(c2ccccc2)S(C)(=O)=O)cc1Cl (stereo not given)	-3.2	-0.2	1.0	-13.3
Cc1ccc(N(CC(=O)NC(C)C)C(=O)CCC(=O)Nc2nccs2)cc1	-3.4	-0.1	0.7	-3.6
Fc1cc(-c2nc(Nc3ccc(N4CCOCC4)cc3)ncc2F)cc(N2CCOCC2)c1	-2.3	-0.2	0.8	1.2
CCOC(=O)C1=C(C)N=c2s/c(=C/c3ccc(N4CCOCC4)o3)c(=O)n2C1c1cc(OC)ccc1OC (stereo not given)	-3.4	0.1	0.4	3.0
Cc1sc2ncn(CC(=O)N3CCCCC3)c(=O)c2c1-c1ccc(F)cc1	-2.4	-0.2	-0.2	10.6
O=C(c1cn(-c2ccc(Cl)cc2)c(=O)c2ccccc12)N1CCC2(CC1)OCCO2	14.2	0.3	-0.1	13.0
CC(C)(C)c1ccc(S(=O)(=O)c2n[nH]n3c2nc(=O)c2ccccc23)cc1	7.1	0.0	4.7	-3.9
O=C(NCCc1ccccc1)C1CCN(c2nc3ccccc3n3cccc23)CC1	-2.3	-0.1	-0.5	-11.8
CCOc1ccccc1-n1c(N)c(C(=O)OC)sc1=S	6.5	0.2	0.2	11.8
N#C/C(=C/c1ccc(O)cc1)c1nnc2n1CCCCC2	-0.9	-0.2	0.0	-7.5
CCOc1ccc(NC(=O)c2ccc(F)c(S(=O)(=O)NC3CCCCC3C)c2)cc1 (stereo not given)	3.9	-0.1	-0.5	15.8
Cc1ccc(/C=C/C(=O)Nc2nnc(SCc3ccc(C#N)cc3)s2)o1	5.7	0.1	1.9	-8.2
O=C(Cn1c(=O)n(-c2ccccc2)c(=O)c2sccc21)NCc1ccco1	-1.2	0.0	0.3	8.0
CCOc1ccccc1CN1CCc2nnc(CCNC(=O)c3ccco3)n2CC1	0.2	0.2	-0.3	1.0
O=C1CCC(C(=O)NCc2ccc(Cl)cc2)N1 (stereo not given)	-6.2	-0.1	0.3	-5.4
COCCn1c(CCC(=O)O)ccc1-c1ccccc1	17.4	0.2	-0.6	-4.6
Cc1ccc2c(c1)c(CC(=O)Nc1ccccc1F)c(C(=O)O)n2C	5.1	-0.3	-0.1	5.3
CC(C)(C)OC(=O)NCC(=O)Oc1cc2oc(=O)c3c(c2cc1Cl)CCC3	17.8	-0.1	-3.5	-9.4
CC1=C(C(=O)OCc2ccccc2)C(c2ccc(F)cc2)C(C#N)=C(N)O1 (stereo not given)	5.6	0.6	-1.5	-5.3
CCc1ccc(/C=C2\C(=O)N(c3cccc(C(=O)O)c3)N=C2C)cc1	-3.6	0.0	4.2	-11.5

Sorted by number of heavy atoms (lowest first): 5 of the compounds above.
SMILES	MITF inh	FBW7 activator	GPR151 ag	TEAD-YAP inh
CCSC1=C(C#N)C(=O)NC(c2ccc(O)cc2)S1 (stereo not given)	12.0	0.0	-2.2	1.3
COCCn1c(CCC(=O)O)ccc1-c1ccccc1	17.4	0.2	-0.6	-4.6
CC(C)c1ccc(NC(=O)c2cnc3n(c2=O)CCS3)cc1	-0.8	-0.1	0.3	-46.6
Cc1ccc2c(c1)c(CC(=O)Nc1ccccc1F)c(C(=O)O)n2C	5.1	-0.3	-0.1	5.3
O=C(Cn1c(=O)n(-c2ccccc2)c(=O)c2sccc21)NCc1ccco1	-1.2	0.0	0.3	8.0

(next part)
SMILES	MITF inh	FBW7 activator	GPR151 ag	TEAD-YAP inh
COc1cccc(Cn2cc(C(=O)NCCN(C)C)nn2)c1	10.4	0.2	-1.3	-6.9
CCN(CCO)C(=O)c1ccc2c(c1NCCO)C(=O)c1ccccc1C2=O	7.9	-0.9	-1.5	-5.1
Cc1cccc(C(=O)N2CCN3C(=O)[C@@H]4CCCN4C(=O)[C@H]3C2)c1	9.1	0.1	-1.0	-2.2
Cc1ccc(Oc2nc3c(C)cccn3c(=O)c2/C=C(\C#N)C(=O)N2CCOCC2)c(C)c1	-1.7	0.4	3.6	17.4
Cc1ccc(-n2cc[nH]c2=S)cc1C	-2.6	-0.1	1.0	-0.7
CS(=O)(=O)N(CC(=O)Nc1ccc(Br)cc1F)c1cccc([N+](=O)[O-])c1	11.5	0.1	0.5	-11.5
COc1cccc(NC(=O)CN(C)S(=O)(=O)c2ccc3c(c2)SCC(=O)N3)c1	8.6	0.7	5.6*	0.7
COc1cc(-c2nc(-c3ccncc3)no2)cc(OC)c1OC	2.0	0.2	-0.7	2.5
O=C(Cn1cnc2ccccc2c1=O)N1CCCC1c1nc2ccccc2[nH]1 (stereo not given)	1.2	-0.1	-0.9	1.3
CCN1C(=O)C(CC(=O)Nc2ccc(OC)cc2)N(Cc2cccs2)C1=S (stereo not given)	1.4	-0.1	5.9*	-0.7
CCCCOc1ccc(NC(=O)N2CCN(Cc3nc(-c4ccco4)cs3)CC2)cc1	-4.9	-0.2	-1.1	-2.1
O=C(Nc1ccccc1-c1nnn(CC(=O)N2CCCc3ccccc32)n1)c1cccnc1	3.7	0.0	0.8	-1.8
c1cc2c(cc1NC1=NCCCCC1)OCCO2	8.3	0.1	-0.1	29.9
CN1C(=O)CC(C(=O)Nc2ccccc2F)SC1=Nc1ccc2c(c1)OCO2 (stereo not given)	-3.7	0.0	0.6	-2.7
CCOC(=O)C1=C(C)N=c2s/c(=C\c3ccc(-c4cccc(C(=O)O)c4)o3)c(=O)n2C1c1ccccc1OC (stereo not given)	0.0	0.1	-0.5	5.2
